Screens from PubChem.
MITF inh: blocks human microphthalmia-associated transcription factor; AlphaScreen MITF homodimerization, bead proximity signal; actives 0.91% (n = 650,000); inhibition, % at 2.6 µM; AID 1259374; O75030; in the data active means inhibition above about 50%;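 further: 0% = vehicle wells with protein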
Target sequence (O75030 whole entry, looked up): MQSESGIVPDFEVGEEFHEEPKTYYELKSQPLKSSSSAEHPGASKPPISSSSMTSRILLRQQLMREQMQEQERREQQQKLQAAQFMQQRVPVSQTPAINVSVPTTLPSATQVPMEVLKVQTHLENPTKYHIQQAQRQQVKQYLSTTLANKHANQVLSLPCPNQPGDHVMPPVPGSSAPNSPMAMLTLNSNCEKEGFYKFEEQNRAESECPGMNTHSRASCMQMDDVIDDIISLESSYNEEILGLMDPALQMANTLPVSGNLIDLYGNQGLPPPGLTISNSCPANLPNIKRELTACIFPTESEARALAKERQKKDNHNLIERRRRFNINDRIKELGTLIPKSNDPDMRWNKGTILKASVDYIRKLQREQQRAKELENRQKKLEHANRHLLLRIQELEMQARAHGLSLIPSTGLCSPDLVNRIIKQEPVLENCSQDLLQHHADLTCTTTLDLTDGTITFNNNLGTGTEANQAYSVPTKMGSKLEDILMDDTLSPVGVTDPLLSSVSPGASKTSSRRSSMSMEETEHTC
TEAD-YAP inh: TEAD-YAP interaction inhibition; HEK-TIYL cells, TEAD-Gal4/YAP UAS-luciferase luminescence; inhibition, % at 9.12 µM; actives 1.4% (n = 640,000); AID 1259422; in the data active means inhibition above about 32%;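 further: 0% = median of test compound wells and 100% = reference inhibitor wells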
FBW7 act: activators of human E3 ligase FBW7. Q969H0. AlphaScreen FBW7–phospho-cyclin E peptide binding, activator screen. normalized activity (activation), % at 26.1 µM. actives 0.13% (n = 650,000); in the data active means normalized activity above about 1.9%;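 further: purified mutant Fbw7 with reduced substrate affinity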
GPR151 activ: activators of human GPR151 | actives 1% (n = 650,000) | activation, % at 11.2 µM | PathHunter beta-arrestin GPR151 cells, luminescence | Q8TDV0; in the data active means activation above about 4.9%;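 further: 0% = median of compound wells and 100% = cells with positive control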
Target sequence (Q8TDV0 whole entry, looked up): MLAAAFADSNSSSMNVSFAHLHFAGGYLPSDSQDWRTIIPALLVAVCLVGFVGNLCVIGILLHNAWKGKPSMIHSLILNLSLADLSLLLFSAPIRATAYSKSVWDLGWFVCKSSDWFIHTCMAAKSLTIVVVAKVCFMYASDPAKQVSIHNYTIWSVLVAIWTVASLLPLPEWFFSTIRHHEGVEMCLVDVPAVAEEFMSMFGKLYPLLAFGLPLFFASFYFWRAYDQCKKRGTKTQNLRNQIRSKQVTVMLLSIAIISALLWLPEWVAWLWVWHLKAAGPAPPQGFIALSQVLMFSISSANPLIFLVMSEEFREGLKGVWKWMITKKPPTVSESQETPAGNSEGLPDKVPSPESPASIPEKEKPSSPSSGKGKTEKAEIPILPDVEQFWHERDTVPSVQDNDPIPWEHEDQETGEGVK
Numbers without * were called inactive; . = no result given.

SMILES	MITF inh	TEAD-YAP inh	FBW7 act	GPR151 activ
Cc1ccc(NS(=O)(=O)c2ccc([N+](=O)[O-])cc2[N+](=O)[O-])cc1	5	1	-0.4	0.0
CC(C)(C)c1ccc(S(=O)CC(O)CSc2nc(-c3cccs3)cc(-c3ccccc3)c2C#N)cc1 (stereo unspecified)	3	7	-0.1	0.8
COc1nc(NCc2nc3ccccc3[nH]2)nc(Nc2cccnc2)n1	-5	-5	0.0	-1.8
Cc1noc(C)c1S(=O)(=O)N(CC(=O)NC1CCCC1)c1ccc(C(C)C)cc1	-8	5	0.2	-0.5
O=C(CCC(=O)N1CCCc2ccccc21)N1CCCc2ccccc21	14	8	0.0	-1.7
Cc1cc(OCC(=O)Nc2ccc(C(C)C)cc2)ccc1Cl	-8	1	0.4	-0.5
COc1cccc(-c2cn3c(n2)sc2cc(C(=O)NCCCN4CCCC4=O)ccc23)c1	-9	-5	0.7	-1.9
COc1ccc(NC(=O)C(=O)N/N=C/c2cc(OC)ccc2OC)cc1	8	-2	-0.1	0.0
O=C(Nc1ccnn1C1CCN(Cc2ccc3nsnc3c2)CC1)C1CCCC1	-5	4	0.0	0.6
COC(=O)CN(C)C(=O)NCC12CC3CC(CC(C3)C1)C2	-1	4	0.0	-0.7
O=C(c1ccc(N2CCCC2=O)cc1)N1CCc2ccccc2C1	-2	-5	-0.1	-0.5
COc1cccc(CNC(=O)c2nnc(Cc3ccc4c(c3)OCO4)o2)c1	-7	-10	-0.2	-0.3
c1cn(-c2ccc(Nc3nc(NC4CC4)c4ncn(-c5ccsc5)c4n3)cc2)cn1	-1	2	-0.3	1.4
CCOc1cc(/C=C2\C(=O)NN(c3ccc(C)cc3)C2=O)ccc1O	1	4	0.0	0.7
CCOc1ccc(-n2c(SCc3nc4ccccc4[nH]3)nc3c(sc(=S)n3-c3cccc(OC)c3)c2=O)cc1	0	0	0.0	0.9

Part of the list above in order of molar mass, rising.
SMILES	MITF inh	TEAD-YAP inh	FBW7 act	GPR151 activ
Cc1ccc(NS(=O)(=O)c2ccc([N+](=O)[O-])cc2[N+](=O)[O-])cc1	5	1	-0.4	0.0
CCOc1cc(/C=C2\C(=O)NN(c3ccc(C)cc3)C2=O)ccc1O	1	4	0.0	0.7
O=C(CCC(=O)N1CCCc2ccccc21)N1CCCc2ccccc21	14	8	0.0	-1.7
COc1cccc(CNC(=O)c2nnc(Cc3ccc4c(c3)OCO4)o2)c1	-7	-10	-0.2	-0.3
c1cn(-c2ccc(Nc3nc(NC4CC4)c4ncn(-c5ccsc5)c4n3)cc2)cn1	-1	2	-0.3	1.4

(cont.)
SMILES	MITF inh	TEAD-YAP inh	FBW7 act	GPR151 activ
O=C(CSc1n[nH]c(=O)[nH]c1=O)Nc1cccc(S(=O)(=O)N2CCOCC2)c1	-1	-1	0.0	-0.7
COc1ccc(-c2nc(=S)n3ccsc3n2)cc1OC	-3	-8	0.1	0.8
CC(C)c1ccc(OCc2nc(-c3cccc([N+](=O)[O-])c3)no2)cc1	1	4	-0.2	0.1
COc1cccc(-c2nc3sc4c(c3c(=O)n2CC(=O)NC2CCCCC2)CCCC4)c1	-5	-4	0.0	-0.3
O=C(O)CS(=O)(=O)c1nc2ccccc2s1	7	-3	0.0	0.4
COC(=O)c1cc(S(=O)(=O)NC(C)(C)C)c[nH]1	20	-20	0.6	-1.0
O=c1c2cc(I)ccc2[nH]c(=S)n1Cc1ccco1	0	1	0.0	-1.0
C/C=C/c1ccc(OCCN(C)C)c(OC)c1	73*	2	-0.1	-0.4
CCN1C(=O)c2cccc3c(NC(=O)c4ccc(Oc5ccccc5)cc4)ccc1c23	-10	6	-0.2	1.0
O=C1Nc2ccc(F)cc2/C1=c1/sc2n(c1=O)CN(c1cccc(C(=O)O)c1)CN=2	6	1	-0.1	-0.4
CN(CC(=O)NCc1ccc(F)cc1)S(=O)(=O)c1ccc(Br)cc1	-5	-2	-0.2	0.2
C/C=C/CSc1nc2c(c(=O)n(C)c(=O)n2C)n1Cc1cccc(C)c1	1	0	0.1	0.5
CCN1CCN(c2nc(-c3ccncc3)nc3ccccc23)CC1	14	-9	0.2	1.1
Cc1nc(NCc2c(C)nn(C)c2Cl)sc1-c1ccn(CCc2cccs2)n1	-6	-7	0.0	1.8
CC(=O)c1ccc(NC(=O)CCn2c(=O)oc3ccccc32)cc1	-1	-14	-0.3	1.8
C=CCN1C(=O)/C(=C/c2ccc(OC)c(C)c2OC)C(=O)NC1=S	5	-5	-0.4	-2.7
Cc1cccc(CC(=O)Nc2c3c(nn2C(C)(C)C)CS(=O)C3)c1 (stereo unspecified)	10	-8	0.2	-1.6
Oc1ccc(CCNc2nc(NCc3cccnc3)nc3c2ncn3C2CCCCC2)cc1	-2	-5	-0.1	-3.1
CC1=C(C(=O)Nc2cc(C)ccn2)C(c2cccc(Oc3ccccc3)c2)C2=C(CC(C)(C)CC2=O)N1 (stereo unspecified)	-1	13	0.3	1.5
COc1ccc2nc(SCC(=O)C(C)(C)C)[nH]c2c1	3	-47	0.1	-0.4
CC(C(=O)Nc1ccc(C#N)cc1)N(C)Cc1ccc(Br)cc1 (stereo unspecified)	13	-6	0.5	-1.3
COc1cc(CCN2C(=O)N[C@@H](c3cccc(C(F)(F)F)c3)C(C(C)=O)=C2C)cc(OC)c1OC	-27	.	0.2	0.2
CCN(CC(=O)Nc1cccc(OC)c1)C(=S)NC1CCCCC1	2	-19	-0.2	-0.9
CC(C)(C)C1CCc2c(sc(NC(=O)c3cccs3)c2C(=O)N2CCCCCC2)C1 (stereo unspecified)	2	14	0.1	-0.9
CC(Cc1ccsc1)NC(=O)CCc1nnc(COc2ccccc2)o1 (stereo unspecified)	-13	-5	-0.1	-0.3
Cn1cc(CNC2CCN(c3ccc(CC(=O)NCCc4cccc(F)c4)cc3)CC2)cn1	-4	-2	-0.2	0.1
COc1ccc(CNC(=O)c2cc(C(C)C)on2)cc1	6	-43	0.3	0.8
CCOC(=O)c1ccc(-c2ccc(/C=C3/NC(=O)N(c4ccccc4)C3=O)o2)cc1	-2	-4	0.1	1.8
O=C(Nc1nc(-c2ccc(I)cc2)cs1)c1ccc(N2C(=O)CCC2=O)cc1	22	-7	0.2	0.1
CC(=O)N1CCc2cc(Br)cc(S(=O)(=O)Nc3ccc(C)cc3Cl)c21	-2	3	0.0	-0.5

Complete entries, quoted from the list:
Shown for Cn1cc(CNC2CCN(c3ccc(CC(=O)NCCc4cccc(F)c4)cc3)CC2)cn1 : MITF inh = -4; TEAD-YAP inh = -2; FBW7 act = -0.2; GPR151 activ = 0.1
Shown for COc1ccc(CNC(=O)c2cc(C(C)C)on2)cc1 : MITF inh = 6; TEAD-YAP inh = -43; FBW7 act = 0.3; GPR151 activ = 0.8

Next section:
SMILES	MITF inh	TEAD-YAP inh	FBW7 act	GPR151 activ
O=C(N[C@H]1C[C@H]2C(=O)N[C@@H](Cc3ccccc3)C(=O)N2C1)OCc1ccccc1	9	0	0.7	-0.9
Cc1c([N+](=O)[O-])cc(C23CC4CC(CC(C(=O)O)(C4)C2)C3)cc1[N+](=O)[O-]	7	5	-0.1	1.2
CCOc1cc(C2C(C(=O)OCCOc3ccccc3)=C(C)NC3=C2C(=O)CC(c2ccc(OC)cc2)C3)ccc1OC(C)=O (stereo unspecified)	12	4	1.8	1.0
CN(Cc1ccccc1)c1ncnc2c1cnn2-c1ccccc1	8	-49	0.0	0.3
O=C(Nc1ccc(Cl)cc1)c1cc(S(=O)(=O)N2CCc3ccccc32)ccc1F	-4	-7	-0.1	2.4
O=C(CCN1N=C(c2ccccc2)CCC1=O)NCC1CCCO1 (stereo unspecified)	-1	-9	0.0	0.8
O=C(CN1Cc2ccccc2C1=O)NCCn1nc(-c2cccs2)oc1=O	-15	-3	-0.2	-1.0
Ic1ccc(Nc2nc3nonc3nc2N2CCOCC2)cc1	-5	5	-0.1	0.3
COCCN=c1scc(-c2cccs2)n1/N=C/c1sccc1C	18	-11	-0.2	-0.7
NC(=O)c1sc2nsc(SCc3ccccc3Cl)c2c1N	3	-4	0.0	4.2
Cc1ccnc(SCC(=O)Nc2c(C)n(C)n(-c3ccccc3)c2=O)n1	8	7	0.3	-1.5
Cc1cc(C(=O)N=c2sc3cc4c(cc3n2C)OCCO4)n(C)n1	7	-15	-0.1	-1.7
Cc1cc(NS(C)(=O)=O)ccc1Br	8	6	0.0	-0.4
O=c1[nH]c2ccccc2nc1-c1cc(-c2ccccc2)c(-c2ccccc2)s1	8	8	0.2	0.2
COc1ccc(/C=C/C(=O)NC(N)=S)cc1	9	-44	0.5	0.8
Fc1cccc(Cl)c1C1C=C(c2cccs2)Nc2ncnn21 (stereo unspecified)	1	2	0.0	-0.9
COc1ccc(/C(N)=N/OC(=O)COc2ccc(C)cc2C)cc1OC	11	-8	0.3	-0.1
CN(C)S(=O)(=O)N(CC(=O)Nc1ccc2c(c1)OCCO2)c1ccccc1	-3	2	-0.1	1.1
CCOC(=O)c1c(NC(=O)COc2ccc3c(c2)OCO3)sc2c1CCCC2	-13	4	-0.1	5.4*
COc1ccc(C2=NN(C(C)=O)C(c3ccc(OC)c(OC)c3)C2)cc1OC (stereo unspecified)	-5	-11	0.0	1.3
C#CCOc1ccc([N+](=O)[O-])cc1C=O	-4	21	0.4	1.1
COc1ccc(NC(C)C(=O)N/N=C/c2ccc(OC)c(OC)c2)cc1 (stereo unspecified)	15	6	0.0	-0.3
c1ccc(-c2n[nH]c3c2CCC3)cc1	0	-7	-0.2	-1.7
COc1cc(CNc2ccc3ncc(-c4cccc(C(=O)O)c4)n3n2)cc(OC)c1OC	8	-1	-0.4	0.6
Nc1nc(SCc2ccc(Cl)cc2Cl)c2[nH]cnc2n1	-4	-9	-0.1	-0.2
Cc1ccc(S(=O)(=O)N(CCCO)Cc2cc3cc(C)cc(C)c3[nH]c2=O)cc1	11	-1	0.1	-0.8
CC(C)(C)c1ccc(C(CC(=O)O)NC(=O)c2ccc([N+](=O)[O-])cc2)cc1 (stereo unspecified)	-6	2	0.0	1.2
CCOC(=O)c1c(C)oc2c1cc(NS(=O)(=O)c1ccc3ccccc3c1)c1ccccc12	0	-7	0.7	0.2
O=C(Cn1cc(NC(=O)c2ccc3c(c2)OCO3)cn1)NCC1OCCc2ccccc21 (stereo unspecified)	7	-2	0.1	-0.2
Cc1nc(Nc2cccc(F)c2)nc(N2CCCC2)c1[N+](=O)[O-]	8	-14	-0.5	1.0
Cc1ccc2cc(CN(CCCO)C(=O)NC3CCCCC3)c(=O)[nH]c2c1C	-3	-14	0.0	1.6
Cc1ccc2oc(-c3cccc(NC(=O)c4ccc(-c5ccc(Br)cc5)o4)c3)nc2c1	-3	-5	0.1	0.1
CCN(CC)S(=O)(=O)c1ccc2oc(C(=O)N3CCOCC3)c(C)c2c1	-3	8	0.1	-0.2
O=C(CCCn1c(=S)[nH]c2ccccc2c1=O)N1CCN(c2cccc(Cl)c2)CC1	16	16	0.2	-1.6
CCCSc1nnc(NC(=O)c2ccccc2C)s1	0	-32	-0.2	-3.3
Cn1c(=O)c2c(nc(NCc3ccccc3)n2Cc2ccc(Cl)cc2)n(C)c1=O	-15	-6	0.0	-1.1
CCOC(=O)c1c(NC(=O)CSc2nnc(CNC(=O)c3ccc([N+](=O)[O-])cc3)n2C)sc2c1CCC2	-1	-3	0.0	0.9
N=c1ncn(Cc2ccccc2)c2nc(SCCOc3ccccc3F)[nH]c12	5	-13	0.1	0.6
COc1cc2c(cc1OC)C(C(=O)NCc1cccs1)C1c3ccccc3CCN1C2=O (stereo unspecified)	8	6	0.4	-0.8
Cc1cccc(C(=O)OCC(=O)c2cccc([N+](=O)[O-])c2)c1O	-7	-10	-0.1	-1.6
CN1CCN(C(=O)Nc2ccncc2)CC1	-1	2	0.7	-0.2
O=C(Nc1ccc(F)cc1)C1CCCN1C(=O)Nc1cccc(F)c1 (stereo unspecified)	3	5	0.0	0.6
CCOC(=O)/C(=N\Nc1ncnc2ccccc12)c1cccs1	-3	36*	0.0	-9.8
CC1CCN(c2nc3c(c(=O)[nH]2)CCN(Cc2ccnc4ccccc24)C3)CC1	4	-6	0.0	-0.3
CCOc1ccc(NC(=O)Nc2cccc3ccccc23)cc1	-9	7	0.1	0.1
O=c1oc2cc(O)ccc2cc1-c1csc(-c2ccc([N+](=O)[O-])cc2)n1	-3	-11	0.0	1.5
O=C(COC(=O)C(CCCCN1C(=O)C2C3C=CC(C3)C2C1=O)N1C(=O)C2C3C=CC(C3)C2C1=O)c1ccc(Br)cc1 (stereo unspecified)	-3	0	0.0	0.7
COc1ccc(/C=C(/NC(=O)/C=C/c2ccccc2)C(=O)NCCCO)cc1	-7	1	-0.1	0.5
CSc1ccc2nc(NC(=O)CCOc3ccccc3)sc2c1	-12	3	0.2	-0.9
Cc1cc(C)cc(NC(=O)c2ccc([N+](=O)[O-])cc2)c1	6	-21	0.1	-1.7

Outcome played no part in choosing rows; any-hit rate near 3.4%.
